Assay outcomes deposited in PubChem by several laboratories.
RPL19A TOR yeast – modulators of TOR pathway RPL19A-GFP in S. cerevisiae. 330,000 tested, 0.3% active. S. cerevisiae RPL19A-GFP strain, flow cytometry, 3 h; active compounds read low. percent response vs DMSO, % at 10 µM;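 active means percent response vs DMSO below 50%; inconclusive means fewer than 70 events counted for the yeast strain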;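 further: median channel GFP fluorescence of the barcoded RPL19A-GFP strain; ratio of sample median GFP to plate DMSO average so 100% = DMSO; lower means less RPL19A-GFP as with rapamycin TOR inhibition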
VLA-4 inh – inhibition in a human VLA-4 binding assay; 330,000 tested, 0.2% active; inhibition, % (about 7 µM as worked out from the volumes in the protocol); VLA-4 expressing cells, ligand binding flow cytometry; in the data active means inhibition above about 50%
Target sequence (P13612 whole entry, looked up): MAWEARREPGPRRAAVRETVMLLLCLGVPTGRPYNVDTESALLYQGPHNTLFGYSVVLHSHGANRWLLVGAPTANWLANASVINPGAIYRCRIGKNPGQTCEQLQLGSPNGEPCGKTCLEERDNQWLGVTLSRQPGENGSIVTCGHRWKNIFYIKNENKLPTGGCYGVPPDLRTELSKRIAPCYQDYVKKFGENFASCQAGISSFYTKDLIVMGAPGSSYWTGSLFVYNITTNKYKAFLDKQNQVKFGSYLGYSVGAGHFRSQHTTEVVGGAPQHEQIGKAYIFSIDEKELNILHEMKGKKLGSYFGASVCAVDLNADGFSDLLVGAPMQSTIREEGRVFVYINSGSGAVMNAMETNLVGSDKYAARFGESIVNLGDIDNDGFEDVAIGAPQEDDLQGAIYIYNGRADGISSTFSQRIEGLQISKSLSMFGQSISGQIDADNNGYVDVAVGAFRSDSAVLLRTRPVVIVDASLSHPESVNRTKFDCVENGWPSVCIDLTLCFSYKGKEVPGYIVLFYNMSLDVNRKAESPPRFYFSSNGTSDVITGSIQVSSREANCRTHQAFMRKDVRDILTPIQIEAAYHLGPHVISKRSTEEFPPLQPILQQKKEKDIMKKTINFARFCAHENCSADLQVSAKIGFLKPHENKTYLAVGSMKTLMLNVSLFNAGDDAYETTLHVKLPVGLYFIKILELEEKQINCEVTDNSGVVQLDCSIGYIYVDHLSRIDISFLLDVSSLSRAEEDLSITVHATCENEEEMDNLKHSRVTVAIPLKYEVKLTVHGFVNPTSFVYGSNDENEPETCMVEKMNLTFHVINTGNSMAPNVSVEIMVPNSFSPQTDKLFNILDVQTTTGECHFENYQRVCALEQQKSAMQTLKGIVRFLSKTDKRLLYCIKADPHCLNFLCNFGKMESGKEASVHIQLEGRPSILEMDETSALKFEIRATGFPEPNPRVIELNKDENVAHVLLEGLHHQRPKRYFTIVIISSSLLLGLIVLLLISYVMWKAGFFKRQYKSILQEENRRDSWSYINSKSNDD
MEP2-GFP yeast – alters MEP2-GFP fluorescence in TOR pathway yeast screen; GFP response vs DMSO, % at 10 µM; S. cerevisiae MEP2-GFP strain, flow cytometry GFP, 3 h; 100% = DMSO control level; 330,000 tested, 0.51% active;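 active means GFP response versus DMSO above a set limit, roughly screen mean plus 3 SD, cut at about 180% in these data; inconclusive means fewer than 70 cells counted for a yeast strain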;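 further: median GFP fluorescence of the barcode-gated MEP2-GFP cells per well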
AGP1 TOR yeast – yeast TOR pathway AGP1-GFP modulation; S. cerevisiae AGP1-GFP multiplex flow cytometry, 3 h; GFP as percent of DMSO wells; GFP response vs DMSO, % at 10 µM; 320,000 tested, 0.02% active;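 active means GFP response relative to DMSO above a set limit, near screen average plus 3 SD, cut at about 150% in these data; inconclusive means fewer than 70 cells counted for the yeast strain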;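 further: median GFP channel fluorescence of the gated AGP1 strain per well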
GRK2 aptamer HTS – human GRK2 inhibition via aptamer displacement | P25098 | bead flow cytometry, FAM-aptamer displacement from GRK2 | inhibition of aptamer binding, % at 10 µM | 330,000 tested, 0.59% active | AID 488847;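 active means inhibition of aptamer binding above 40%, roughly 3 SD of noise, on plates passing a quality check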;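 further: median bead fluorescence of bound FAM aptamer so fluorescent compounds give negative values; no value below 0 was filed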
CIT2-GFP yeast – yeast TOR pathway CIT2-GFP modulation. 320,000 tested, 0.065% active. S. cerevisiae CIT2-GFP strain, flow cytometry, 3 h; 100 means same as DMSO wells. GFP response vs DMSO, % at 10 µM;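 active means GFP response relative to DMSO above a set limit, near the screen mean plus 3 SD, cut at about 150% in these data; inconclusive means Fewer than 70 cells measured for a yeast strain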;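 further: ratio of well median GFP fluorescence to mean of DMSO wells on the plate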
GASC-1 inh – inhibitors of human GASC-1 (JMJD2C) demethylase; Q9H3R0; GST-JMJD2C(1-420) H3K9me3 demethylation, DELFIA europium; inhibition, % at 2.35 µM; 330,000 tested, 0.069% active; AID 2099;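 active means more than half of a compound's replicate wells show inhibition beyond 50%, single wells judged on their own value; inconclusive means some, but no more than half, of replicates pass 50% inhibition; inactive means no replicate passes 50% inhibition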;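 further: signal counts dimethyl H3K9 product captured on neutravidin plate; 0% = median of DMSO wells and 100% = 0.3 times that DMSO median; strong numbers were not always called active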
LAP4 TOR yeast – yeast TOR pathway LAP4-GFP modulation | GFP response vs DMSO, % at 10 µM | S. cerevisiae LAP4-GFP multiplex, flow cytometry GFP, 3 h; median GFP as percent of DMSO wells | 320,000 tested, 0.34% active;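 active means GFP response vs DMSO above a set limit, about the screen mean plus 3 SD, cut at about 150% in these data; inconclusive means under 70 cell events counted for the yeast strain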
Starred values were filed as active, the others as inactive; ? = inconclusive; nt = no result given; & = joins results of further samples. Outcome played no part in choosing rows, and some 1.7% of all compounds hit somewhere here.

Preview, two compounds:
SMILES | RPL19A TOR yeast | VLA-4 inh | MEP2-GFP yeast | AGP1 TOR yeast | GRK2 aptamer HTS | CIT2-GFP yeast | GASC-1 inh | LAP4 TOR yeast
COc1ccc(OC)c(NC(=O)c2c3c(nc4ccccc24)CCC3)c1 | 94 | -4 | 93 | 88 | 0 | 90 | 1 | 89
Cc1ccc(NCCC(=O)c2cccs2)cc1 | 90 | 7 | 86 | 94 | 0 | 86 | -35 | 109

Results, repeating the preview:
SMILES | RPL19A TOR yeast | VLA-4 inh | MEP2-GFP yeast | AGP1 TOR yeast | GRK2 aptamer HTS | CIT2-GFP yeast | GASC-1 inh | LAP4 TOR yeast
COc1ccc(OC)c(NC(=O)c2c3c(nc4ccccc24)CCC3)c1 | 94 | -4 | 93 | 88 | 0 | 90 | 1 | 89
Cc1ccc(NCCC(=O)c2cccs2)cc1 | 90 | 7 | 86 | 94 | 0 | 86 | -35 | 109
O=C(NCCCn1ccnc1)c1ccc2ccccc2c1 | 101 | 2 | 101 | 103 | 0 | 105 | 20 | 101
CN(C)S(=O)(=O)c1cccc(-c2nn(-c3ccccc3)cc2/C=C(\C#N)c2nc3ccccc3[nH]2)c1 | 100 | 0 | 109 | 87 | 2 | 87 | -5 | 100
OC(CN=c1sc2ccccc2n1CC(O)COc1ccccc1)COc1ccccc1 (stereo not drawn) | 97 | 22 | 102 | nt | 0 | 95 | -5 | 105
COc1ccc(/C=N/NC(=O)c2cccc([N+](=O)[O-])c2)cc1O | 87 | -3 | 82 | 92 | 2 | 97 | 5 | 82
COc1ccccc1C(=O)N1CCC(N2CCN(c3ccccc3)CC2)CC1 | 105 | 6 | 102 | 122 | 1 | 105 | 16 | 115
Cc1ccc(NC(=O)CCl)c(C)c1 | 101 | 8 | 95 | 96 | 1 | 97 | 19 | 101
O=S(=O)(c1c(F)cccc1F)C1CCN(S(=O)(=O)c2ccc3c(c2)OCCO3)CC1 | 93 | -2 | 88 | 87 | 0 | 88 | nt | 92
O=C(NC(=O)c1ccc(F)cc1F)Nc1ccc(Cl)cc1 | 88 | 15 | 96 | 90 | 3 | 83 | 2 | 99
Cc1c(Cl)cnc(NC(=O)COC(=O)c2ccc3c(c2)OCO3)c1Cl | 103 | -9 | 108 | 100 | 1 | 103 | 2 | 96
CCCC(=O)Nc1nnc(Cc2ccccc2)s1 | 96 | 1 | 95 | 98 | 0 | 85 | 3 | 87
CC(C)(C)NC(=O)C(c1ccncc1)N(C(=O)CNC(=O)c1ccco1)c1ccc(F)cc1 (stereo not drawn) | 96 | 4 | 98 | 97 | 0 | 98 | 3 | 99
C=CCNC(=O)NC(=O)COn1nnc2ccc(S(=O)(=O)N(C)C)cc21 | 95 | 21 | 90 | 102 | 0 | 91 | -3 | 117
Cc1nc(NC(=O)c2cc3ccccc3o2)sc1C | 99 | 8 | 103 | 93 | 0 | 100 | -11 | 103
CCOC(=O)N1CCC(N2CCCC(C(=O)c3cc(F)ccc3OC)C2)CC1 (stereo not drawn) | 104 | 6 | 104 | 112 | 0 | 105 | 16 | 106
COc1ccc(S(=O)(=O)N2CCc3ccccc32)cc1[N+](=O)[O-] | 104 | -11 | 108 | 102 | 0 | 107 | 1 | 93
CSc1ccc(CN2CCC(C(=O)NCc3ccc(C)cc3)CC2)cc1 | 89 | 9 | 108 | 89 | 3 | 79 | -5 | 105
COc1ccc(N=C2SCC(c3ccc([N+](=O)[O-])cc3)=NN2CCO)cc1 | 102 | 2 | 107 | 107 | 0 | 101 | -9 | 117
COc1ccc(C(=O)NCC(c2ccco2)N2CCOCC2)cc1OC (stereo not drawn) | 98 | 2 | 105 | 106 | 0 | 100 | 6 | 109
O=C(O)CC1SC(N/N=C/c2ccc(Br)cc2)NC1=O (stereo not drawn) | 106 | 14 | 111 | 102 | 2 | 101 | -2 | 92
COc1ccc(-c2nnc(SCC(=O)Nc3ccccc3OC)o2)cc1 | 95 | -2 | 107 | 89 | 0 | 92 | -19 | 107
Cc1ccc(S(=O)(=O)CC(=O)NC2CC2)cc1 | 99 | -7 | 98 | 103 | 2 | 112 | 10 | 97
COc1ccc(NC(=O)COC(=O)C2CC(=O)N(Cc3ccc(C)cc3)C2)cc1 (stereo not drawn) | 89 | 7 | 70 | 81 | 1 | 88 | ? | 69
O=C1C(Cc2ccc(Br)cc2)SC(=Nc2ccccc2)N1c1ccccc1 (stereo not drawn) | 99 | 16 | 105 | 96 | 0 | 87 | 2 | 104

Other compounds
SMILES | RPL19A TOR yeast | VLA-4 inh | MEP2-GFP yeast | AGP1 TOR yeast | GRK2 aptamer HTS | CIT2-GFP yeast | GASC-1 inh | LAP4 TOR yeast
NC(=O)c1cc(S(=O)(=O)NCc2ccc(Br)cc2)cs1 | 96 | -6 | 96 | 94 | 0 | 97 | -8 | 93
Cc1nnc(SCC(=O)NC(C)(C)C)n1NCc1ccc(Cl)cc1 | 105 | 5 | 105 | 114 | 0 | 101 | 1 | 116
O=C(O)c1ccc(/C=N/O)cc1 | 96 | 0 | 88 | 98 | 4 | 102 | 3 | 102
CCOc1ccc(S(=O)(=O)NNS(=O)(=O)c2ccc(C)cc2C)cc1 | 103 | 8 | 101 | 99 | 0 | 102 | -11 | 96
CN(CC(=O)Nc1cccc(F)c1)C(=O)CCCc1nc2ccccc2c(=O)[nH]1 | 94 | -1 | 97 | 105 | 3 | 101 | 15 | 97
O=C(c1ccccc1F)N1CCCC(C(=O)N2CCc3ccccc3C2)C1 (stereo not drawn) | 93 | 20 | 93 | 102 | 1 | 90 | -1 | 103
COc1ccc2c(c1)C(=O)N(Cc1ccccc1)C(=O)C2(C)C | 100 | -8 | 99 | 102 | 0 | 90 | 1 | 106
Cn1c(=O)c2c(ncn2CC(O)CNc2cccc(Cl)c2)n(C)c1=O (stereo not drawn) | 95 | -6 | 100 | 103 | 2 | 101 | 22 | 102
COc1ccccc1NC(=O)Nc1nc(CC(=O)N2CCN(c3ccccc3OC)CC2)cs1 | 93 | 3 | 94 | 105 | 3 | 92 | 19 | 108
CC(Oc1ccc(Cl)cc1Cl)C(=O)NCCCN1CCOCC1 (stereo not drawn) | 101 | 2 | 101 | 100 | 0 | 99 | -1 | 102
CCOC(=O)N1CCC(NCCNC(=O)c2ccccc2)CC1 | 98&98 | 26&9 | 96&98 | 101&99 | 0&1 | 97&98 | -5&1 | 103&93
CCCn1c(N2CCN(C(=O)/C=C/C(=O)O)CC2)nc2ccccc21 | 109 | 5 | 116 | 99 | nt | 103 | -6 | 96
N#Cc1c(-c2ccccc2)[nH]c(=O)[nH]c1=O | 108 | 0 | 122 | 112 | 0 | 128 | -8 | 116
CCC(C)Cn1c(S(=O)(=O)O)nc2ccccc21 (stereo not drawn) | 106 | 20 | 110 | 110 | 2 | 115 | 6 | 115
O=S(=O)(c1ccccc1S(=O)(=O)N1CCCCC1)N1CCCCC1 | 100 | 7 | 110 | 107 | 1 | 98 | -27 | 107
O=C(COC(=O)c1ccccn1)c1ccc(Br)cc1 | 102 | 4 | 96 | 98 | 4 | 80 | -4 | 107
C=CCn1c(-c2csc3c2CCC(C)C3)n[nH]c1=S (stereo not drawn) | 95 | 2 | 93 | 89 | 1 | 90 | -11 | 90
CCNS(=O)(=O)c1ccc(CCC(=O)NCc2ccncc2)cc1 | 106 | 1 | 100 | 113 | 0 | 121 | 2 | 91
COc1cc(C(=O)N=c2sc3c(C)ccc(OC)c3n2C)cc(OC)c1OC | 101 | -2 | 99 | 105 | 0 | 111 | 7 | 99
CCOC(=O)[C@@H]1[C@H]2COc3cc(OC)ccc3[C@@H]2N2C(=O)N(c3cccc(Cl)c3)C(=O)[C@]12C | 97 | 16 | 89 | 83 | 1 | 69 | 1 | 105
Cc1ccc(NC(=O)COC(=O)CCc2c(C)nc3nc(N)nn3c2C)cc1C | 101 | 7 | 100 | 104 | 0 | 97 | 1 | 103
Oc1c(Br)cc(Br)cc1CNc1nccs1 | 100 | 18 | 107 | 97 | 2 | 88 | 1 | 106
Cc1cc(C)n(S(=O)(=O)/C=C/c2ccccc2)n1 | 100 | 6 | 102 | 104 | 3 | 94 | -1 | 106
Cc1ccc(C(=O)N2CCC(C)CC2)cc1S(=O)(=O)N1CCCCC1 | 101 | 1 | 108 | 106 | 2 | 97 | 6 | 98
Cc1ccc(-c2nc3cc(N)ccc3o2)cc1 | 102 | 2 | 105 | 101 | 4 | 103 | -7 | 98

(further entries)
SMILES | RPL19A TOR yeast | VLA-4 inh | MEP2-GFP yeast | AGP1 TOR yeast | GRK2 aptamer HTS | CIT2-GFP yeast | GASC-1 inh | LAP4 TOR yeast
CC(=O)c1ccc(NC(=O)c2noc(C)c2[N+](=O)[O-])cc1 | 99 | 8 | 108 | 101 | 0 | 105 | 2 | 99
CCN(CC(=O)Nc1ccccc1OC)CC(=O)Nc1c(Cl)ccc(C)c1Cl | 94 | -7 | 99 | 89 | 3 | 95 | nt | 87
O=C1C2C3C=CC(CC3)C2C(=O)N1/N=C/c1ccc(O)cc1 (stereo not drawn) | 98 | 2 | 101 | 98 | 1 | 104 | 1 | 94
CCc1ccc(N2C(=O)C3C4C=CC(CC4)C3C2=O)cc1 (stereo not drawn) | 101 | 8 | 98 | 97 | 3 | 97 | 1 | 90
CC1=CC(C)C2C(=O)N(c3ccccc3)C(=O)C2C1 (stereo not drawn) | 101 | 6 | 98 | 103 | 0 | 102 | -3 | 100
COc1cccc(-c2sc3ccc(OC)cc3c2-c2ccc(C(N)=O)cc2)c1 | 95 | 26 | 91 | 98 | 0 | 91 | 2 | 90
COc1ccc(-c2c(-c3ccc(S(C)(=O)=O)cc3)sc3ccc(OC)cc23)cc1 | 95 | 18 | 94 | 95 | 0 | 90 | 16 | 101
COc1ccccc1-n1nnnc1SCC(=O)N(CC(C)C)C1CCS(=O)(=O)C1 (stereo not drawn) | 101 | 22 | 98 | 85 | 0 | 97 | -6 | 81
CCOC(=O)N1CCN(c2ncnc3c2oc2nc(C(C)C)c4c(c23)CCC4)CC1 | 94 | 1 | 130 | 114 | 0 | 102 | -4 | 142

Complete entries, quoted from the list. Screens in order: RPL19A TOR yeast | VLA-4 inh | MEP2-GFP yeast | AGP1 TOR yeast | GRK2 aptamer HTS | CIT2-GFP yeast | GASC-1 inh | LAP4 TOR yeast
CCN(CC(=O)Nc1ccccc1OC)CC(=O)Nc1c(Cl)ccc(C)c1Cl is listed with 94 | -7 | 99 | 89 | 3 | 95 | nt | 87
CC1=CC(C)C2C(=O)N(c3ccccc3)C(=O)C2C1 (stereo not drawn) is listed with 101 | 6 | 98 | 103 | 0 | 102 | -3 | 100
CCOC(=O)N1CCN(c2ncnc3c2oc2nc(C(C)C)c4c(c23)CCC4)CC1 is listed with 94 | 1 | 130 | 114 | 0 | 102 | -4 | 142
O=C1C2C3C=CC(CC3)C2C(=O)N1/N=C/c1ccc(O)cc1 (stereo not drawn) is listed with 98 | 2 | 101 | 98 | 1 | 104 | 1 | 94
COc1ccccc1-n1nnnc1SCC(=O)N(CC(C)C)C1CCS(=O)(=O)C1 (stereo not drawn) is listed with 101 | 22 | 98 | 85 | 0 | 97 | -6 | 81
